# GLP1R cytotox = cytotoxic in the GLP-1 receptor inverse agonist counter-screen | HEK293 cAMP-luciferase reporter cells, luminescence, 24 h | Potency, µM (doses to about 38.3 µM), for inactives: at the top dose activity change, negative = inhibition, usual class: inhibitors | 410,000 tested, 0.13% active | AID 624418;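 note: loss of luciferase light is scored as toxicity; potency is the fitted concentration of half-maximal effect; % is set by controls: 0 for no effect and ±100 for the full control effect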
#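 A 23 nL compound transfer followed 12 hours of cell culture at 37 deg C; exposure then lasted 24 hr. Luciferase assay detection reagent was dispensed and plates read for luminescence after a 12 min room-temperature wait.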
# PTHR1 agonist = agonists of human PTHR1 parathyroid hormone receptor; Q03431; HEK293 GP2 PTHR1 cells, GloSensor cAMP luminescence, 1 h; Potency, µM (doses to about 115 µM), for the others: at the highest dose activation, usual class: activators; 410,000 tested, 0.075% active; note: potency is the fitted concentration of half-maximal effect; nearly all actives have a fitted effect of over 55% in size; some results filed as inactive show a strong effect at the top dose; inactives centre near -15; many of its hits are not listed in these tables
# Target sequence (Q03431 whole entry, looked up): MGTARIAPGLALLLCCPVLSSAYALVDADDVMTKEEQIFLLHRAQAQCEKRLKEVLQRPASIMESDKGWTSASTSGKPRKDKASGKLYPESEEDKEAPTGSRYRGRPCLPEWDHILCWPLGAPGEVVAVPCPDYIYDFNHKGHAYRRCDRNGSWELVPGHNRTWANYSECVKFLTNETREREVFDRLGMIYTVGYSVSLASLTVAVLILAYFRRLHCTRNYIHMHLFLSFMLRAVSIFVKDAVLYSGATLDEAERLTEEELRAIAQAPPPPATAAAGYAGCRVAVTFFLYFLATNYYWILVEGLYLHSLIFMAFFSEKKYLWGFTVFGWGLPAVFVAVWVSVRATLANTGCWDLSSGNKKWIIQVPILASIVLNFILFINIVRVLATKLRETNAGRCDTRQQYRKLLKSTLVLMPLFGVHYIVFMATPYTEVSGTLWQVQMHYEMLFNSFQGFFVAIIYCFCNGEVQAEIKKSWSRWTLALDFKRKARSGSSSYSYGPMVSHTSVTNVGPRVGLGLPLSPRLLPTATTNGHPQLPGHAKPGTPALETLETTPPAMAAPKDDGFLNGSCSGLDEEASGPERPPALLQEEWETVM
#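 HEK-293-derived GP2 cells expressing PTHR1 and a GloSensor cAMP reporter, 3,000/well, plated overnight, given luciferin plus IBMX (each 0.5 mM as added) for 1 h at 37 °C, then compound for 1 h at 37 °C. Luminescence was read after 15 min at room temperature.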
# aSyn yeast inh = inhibitors of alpha-synuclein toxicity in yeast; Yeast expressing alpha-synuclein, growth rescue, BacTiter-Glo, 24 h; Potency, µM (titrated, usually from 46.1 µM), for the others: at the top dose growth rescue (activation), usual class: activators; AID 652106; 370,000 tested, 0.14% active; note: potency is the fitted concentration of half-maximal effect; % of control where 0% means no effect; nearly all actives have a fitted effect of over 65% in size
#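 Readout is rescue of growth in alpha-synuclein-expressing yeast, so inhibitors of toxicity appear as activators. Growth after 24 hr at 30 deg C in galactose medium is quantified by luminescence.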
# Abeta rescue = compounds reversing amyloid beta toxicity in yeast. yeast expressing A-beta42, growth rescue, OD600, 48 h; response scale: 0% DMSO, 100% iron-clioquinol control. Potency, µM (doses to about 46.1 µM), without a hit: top-dose growth rescue, actives largely listed as activators. 410,000 tested, 0.063% active. AID 1347071; note: potency is the fitted concentration of half-maximal effect; nearly all actives have a fitted effect of over 55% in size
#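 Yeast A-beta toxicity model in growth medium with pinned compounds, 48 h at 30 C; growth read as absorbance at 600 nm. Normalized to FeCl3/clioquinol equimolar mix (positive) and DMSO (negative).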
# GLP-1R inv ag = acts as inverse agonist at human GLP-1 receptor. P43220. AID 624417. HEK293 GLP-1R CRE-luciferase, luminescence, 24 h; GLP-1R form is constitutively active. 410,000 tested, 1.6% active. Potency, µM (titrated, usually from 38.3 µM), without a hit: at the top dose activity change, negative = inhibition, hits mostly inhibitors; note: potency is the fitted concentration of half-maximal effect; % is set by controls: 0 for no effect and ±100 for the full control effect; nearly all actives have a fitted effect of over 55% in size
# Target sequence (P43220 whole entry, looked up): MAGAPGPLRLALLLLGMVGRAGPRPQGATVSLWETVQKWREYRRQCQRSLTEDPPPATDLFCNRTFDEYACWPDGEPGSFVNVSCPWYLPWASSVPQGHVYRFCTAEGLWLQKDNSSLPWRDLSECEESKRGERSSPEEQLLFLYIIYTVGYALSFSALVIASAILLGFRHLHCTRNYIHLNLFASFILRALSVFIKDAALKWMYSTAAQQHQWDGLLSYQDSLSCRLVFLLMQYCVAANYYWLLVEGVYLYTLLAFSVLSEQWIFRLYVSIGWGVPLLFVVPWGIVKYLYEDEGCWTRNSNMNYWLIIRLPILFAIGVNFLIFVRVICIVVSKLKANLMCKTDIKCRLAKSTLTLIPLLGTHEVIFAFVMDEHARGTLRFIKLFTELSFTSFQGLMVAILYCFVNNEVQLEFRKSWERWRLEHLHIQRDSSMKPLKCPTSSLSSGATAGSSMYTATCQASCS
#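 Using stably transfected HEK293 (constitutively active GLP-1R, cAMP-luciferase reporter), compounds were incubated 24 hr and luciferase measured by luminescence.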
# pAkt inh = Akt phosphorylation inhibition | 360,000 tested, 0.32% active | activity change, % for hits at 50 µM | Neuro2A IGF-stimulated pAkt S473 HTRF, 20 min; hits give low values; in the data active = activity change below about -80%; inconclusive = mostly about -51% to -80%; note: % is set by controls: 0 for no effect and ±100 for the full control effect
#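 Neuro2A cells (4,500/well, DMEM with 0.5% FBS) were treated with compound at a single 50 µM final concentration, stimulated with 6 nM IGF for 20 min at 37 °C, and lysed. Phospho-Akt Ser473 was read by HTRF as 665/615 ratio ×10^4.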
# Mm-Cpn inhibitor = M. maripaludis TRiC chaperonin inhibition; purified Mm-Cpn ATPase, ADP Transcreener TR-FRET; Potency, µM (doses to about 76.9 µM), without a hit: top-dose activity, negative = inhibition, most hits filed as inhibitors; 330,000 tested, 0.031% active; AID 504842; note: potency is the fitted concentration of half-maximal effect; % is set by controls: 0 for no effect and ±100 for the full control effect; nearly all actives have a fitted effect of over 80% in size
#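 ATPase turnover read by TR-FRET ADP competition (Eu cryptate antibody/ADP-d2, 665/590 nm): 10uM ATP final, 25nM Mm-CPN final, 30 min 37degC after 10-min compound preincubation, pH 7.4 Tris/KCl/MgCl2/DTT buffer.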
# FUS suppressor = suppressors of FUS proteinopathy in yeast; S. cerevisiae FUS-expressing, growth rescue, OD600, 24 h; Potency, µM (series often up to 76.6 µM), for the others: at the top dose growth rescue (activation), usual class: activators; 390,000 tested, 0.24% active; AID 1347120;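 note: potency is the fitted concentration of half-maximal effect; plate controls were DMSO vehicle for no effect and reference control for full effect; nearly all actives have a fitted effect of over 55% in size; some results filed as inactive show a strong effect at the top dose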
#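 Quantitative HTS measuring growth restoration of FUS-toxic yeast. Galactose-induced cells (OD 0.005) were exposed 24hr at 30C to compounds at several concentrations, then absorbance at 600 nm was recorded.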
# TDP-43 yeast inh = inhibitors of TDP-43 toxicity in yeast. TDP-43 expressing yeast growth rescue, BacTiter-Glo, 24 h. Potency, µM (highest dose often 46.1 µM), inactives show at the highest dose growth rescue (activation), actives largely listed as activators. 410,000 tested, 1.8% active; note: potency is the fitted concentration of half-maximal effect; % of control where 0% means no effect; nearly all actives have a fitted effect of over 50% in size
#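 Yeast cells expressing TDP-43 under galactose induction are exposed to compounds for 24 hr at 30 deg C. BacTiter-Glo luminescence measures growth, so protective compounds score as activators.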
# * marks the source's active call; other numbers are inactive results; i = inactive; ? = inconclusive; nt = no result given; [ ] = remark or other dose. Unless noted, calls come from the whole dose curve; as a rule, active = well fitted curve in the direction sought with a large enough effect; inconclusive = small, poorly fitted or top-dose-only effect, or another doubt; inactive = no such curve, though single readings can be large; an effect the other way counts as inactive or inconclusive. This is a subset; the hit share may differ from the screen's.
SMILES,GLP1R cytotox,PTHR1 agonist,aSyn yeast inh,Abeta rescue,GLP-1R inv ag,pAkt inh,Mm-Cpn inhibitor,FUS suppressor,TDP-43 yeast inh
CC(=O)N1N=C(c2ccc(Cl)cc2)CC1c1ccc([N+](=O)[O-])cc1 (configuration not stated),3%,-8%,-1%,3%,-19%,i,-5%,-8%,-5%
COC(=O)c1ccc(CSCC(=O)Nc2ccccc2)cc1,12%,-19%,0%,-10%,1%,i,-2%,14%,?
CCn1c(CNC(=O)COc2ccc(C(C)C)cc2)nnc1SCC(=O)Nc1ccc(F)cc1,-21%,-36%[inhibitor],8%,7%,-24%,i,0%,20%,-7%
Cc1[nH]n(-c2ccccc2)c(=O)c1N=Nc1cccc([N+](=O)[O-])c1,5%,0%,0%,3%,0%,i,1%,22%,nt
CC(=O)N1Cc2ccccc2C(C)CC12CCCC2 (configuration not stated),1%,-22%,0%,9%,?,i,-1%,-1%,?
COc1ccc(Cl)cc1NC(=O)NCCN1CCNC1=O,13%,-20%,-2%,-2%,8%,i,2%,7%,1%
CCc1nc2ccc(Cc3ccc4nc(CC)[nH]c4c3)cc2[nH]1,0%,i,-14%,-20%,10%,i,0%,-17%,15%
CCCn1c(-c2cccs2)nc2ccccc21,4%,14%,-4%,0%,?,i,-11%,23%,-6%
CCCCN(CC)Cc1ccc(CNC(=O)Nc2ccccc2)o1,-13%,-2%[57.5 µM],0%,-3%,?,i,0%,9%,5%
CNc1cc(CSC)nc(SCc2ccc(Cl)c(Cl)c2)n1,13%,-25%,-11%,-45%[inhibitor],-1%,i,-1%,1%,1%
CCN(CC)S(=O)(=O)c1ccc2[nH]c(=O)cc(C(=O)Nc3ccccc3N3CCCC3)c2c1,0%,i,1%,16%,44%[activator],i,-6%,19%,-3%
COc1ccc(C)cc1S(=O)(=O)N(CC(=O)N1CCOCC1)Cc1ccccc1,-15%,i,18%,-7%,-19%,i,2%,8%,-26%
Cc1ccccc1CN1C[C@@H]2C[C@@H](c3cnc(N4CCOCC4)s3)N3CCC[C@@]23C1=O,-19%,-5%,0%,5%,-31%,i,-2%,-7%,7%
CCc1ccc(NC(=O)C(=O)c2cn(CC(=O)N3CCCCC3)c3ccccc23)cc1,-6%,-23%,2%,3%,?,i,-1%,nt,22%
O=C1C=C(c2ccc(O)cc2)C[C@@H](c2ccc3c(c2)OCO3)C1,3%,-20%,6%,1%,?,i,2%,8%,12%
[S-]C(=Nc1ccc(Cl)cc1)N[n+]1ccccc1,1%,i,-20%,4%,0%,i,0%,nt,?
O=C(Cn1cc(SCc2ccc(F)cc2)c2ccccc21)N1CCOCC1,-19%,-25%,29%,15%,?,i,5%,nt,?
CCOC(=O)CN1C(=O)/C(=C/c2ccc(Cl)cc2)Oc2ccccc21,19%,-2%,-5%,-8%,16%,i,1%,-3%,-2%
NNC(=S)NCc1cccnc1,?,i,0%,0%,-11%,i,1%,nt,15%
COC(=O)c1ccc(NS(=O)(=O)N(C)C)cc1,45%,-25%,-1%,21%,24%,i,0%,14%,-1%
Cc1ccc(CNC(=O)c2ccc3c(c2)NC(=O)C(CS(=O)(=O)Cc2ccc(F)cc2)N3)cc1 (configuration not stated),3%,i,nt,-38%[inhibitor],-5%,nt,nt,-28%,22%
Cc1ccc(S(=O)(=O)NNC(=O)Nc2ccc(C)c(C)c2)c(C)c1,-6%,i,1%,13%,?,i,2%,-6%,?
O=C(N=C1SCC(=O)N1c1ccccc1Cl)c1ccco1,0%,-6%[57.5 µM],2%,0%,9%,i,-10%,29%,7%
Cn1cncc1C#Cc1ccc2c(=O)c3ccccc3oc2c1,-26%,i,-1%,-8%,50%[activator],i,2%,-12%,?
COC(=O)c1c(NC(=O)C2CC2)sc2c1CCCC2,1%,-20%,2%,-29%,?,i,-2%,3%,?
SMILES,GLP1R cytotox,PTHR1 agonist,aSyn yeast inh,Abeta rescue,GLP-1R inv ag,pAkt inh,Mm-Cpn inhibitor,FUS suppressor,TDP-43 yeast inh
O=C(Nc1ccccc1N1CCCCC1)c1ccc(OC(F)F)cc1,6%,-11%,-17%,-16%,?,i,-1%,19%,-4%
CCN(CC(=O)NCc1ccc(Cl)cc1)C(=O)/C=C/c1ccco1,15%,i,-12%,-13%,9%,i,-2%,-1%,7%
O=C(Cn1c(=O)n(Cc2ccc3c(c2)OCO3)c(=O)c2ccccc21)Nc1cccc(Cl)c1,1%,i,nt,0%,-16%,nt,nt,-33%,22%
Cc1noc(C)c1NC(=O)N(C)C[C@@H]1Oc2ncc(Br)cc2C(=O)N([C@H](C)CO)C[C@@H]1C,-20%,-30%,0%,4%,-12%,i,nt,-30%,10%
CCN1CCN(C(=O)CNC(=O)c2nn(-c3ccc(OC)cc3)c(=O)c3ccccc23)CC1,-6%,i,1%,-3%,-6%,i,1%,1%,19%
CCOc1ccccc1NC(=O)CCn1c(-c2ccc(OC)cc2)cc(C(C)=O)c1C,3%,i,nt,-12%,1%,nt,nt,5%,18%
COc1ccc(C(CNC(=O)c2cccc(S(=O)(=O)N3CCc4ccccc43)c2)N(C)C)cc1 (configuration not stated),-10%,-12%,7%,6%,?,i,-8%,23%,3%
COC(=O)c1ccc(Cn2c(C)c(C(=O)NCc3cccc(C(F)(F)F)c3)sc2=O)o1,-10%,-94%[inhibitor],0%,9%,?,i,nt,28%,0%
Cc1cccc(/C=N/n2c(-c3ccccc3)n[nH]c2=S)c1O,7%,i,-3%,13%,8%,i,1%,5%,-8%[1.82 µM]
CCOc1ccccc1NC(=O)CCNC(=O)N1CC(=O)Nc2ccccc21,-4%,-7%,-7%,4%,0%,i,nt,-8%,11%
CC1Cc2ccccc2N1C(=O)COC(=O)c1ccco1 (configuration not stated),5%,i,2%,9%,9%,i,nt,-5%,0%
CCC(C)(C)C1CCC2(CC1)NC(=O)N(CC(=O)N(C)CCOc1ccc(Cl)cc1)C2=O (configuration not stated),9%,-22%,5%,15%,-11%,i,-3%,8%,4%
CCOc1ccc(-n2cnnn2)cc1S(=O)(=O)N1CCCCC1,4%,i,24%,-9%,66%[activator],i,2%,-13%,0%
CC(C)c1ccc(CN2CC(C(=O)Nc3ccccc3)CC2=O)cc1 (configuration not stated),-3%,-10%,8%,2%,?,i,-3%,38%,19%
CC(=O)Nc1ccc(NC(=O)CSc2nnc(-c3cc4ccccc4o3)n2C)cc1,0%,i,-4%,7%,10%,i,1%,27%,0%
COc1c(/C=N/NC(=O)c2ccncc2)c(CCN(C)C(C)=O)cc2c1OCO2,6%,i,-11%,-6%,10%,i,-1%,3%,-4%
Cc1cc(C)c(Cn2c(=O)n(CCCCCC(=O)NCc3ccc4c(c3)OCO4)c(=O)c3sccc32)c(C)c1,7%,i,nt,-4%,5%,nt,nt,-17%,7%
O=[N+]([O-])c1cc(-c2csc(NCCc3nc4cc(C(F)(F)F)ccc4n3CCCO)n2)ccc1Cl,0%,i,3%,8%,?,i,nt,15%,14%
COc1cc([N+](=O)[O-])cc2cc(C(=O)NC(C)(C)C)c(=O)oc12,14%,-7%,7%,8%,1%,i,-2%,4%,4%
Cc1ccccc1NC(=O)c1cc([N+](=O)[O-])ccc1NCCN1C(=O)CCC1=O,-20%,i,0%,-9%,9%,i,1%,19%,-8%
O=C(NC(=S)Nc1ccc(S(=O)(=O)Nc2ncccn2)cc1)c1ccc(Br)cc1,8%,-18%,4%,-13%,0%,i,2%,3%,-23%
C=CCN1c2ccccc2[C@]23C[C@@H](C(=O)OC)N(C(=O)c4cc(C)oc4C)C2=NC(C(=O)OC)=C(C(=O)OC)[C@H]13,?,i,15%,-8%,?,i,1%,?,17%
CC1CN(S(=O)(=O)c2ccc(C(=O)O)cc2)CC(C)O1 (configuration not stated),-2%,-2%,0%,-8%,-8%,i,1%,-27%,1%
Cc1ccc(NC(=O)COC(=O)C2C3CC4OC(=O)C2C4C3)cc1Cl (configuration not stated),-4%,i,1%,7%,-16%,i,2%,-12%,9%
CC(C)(C)C(=O)Nc1ccccc1C(=O)NCc1ccco1,0%,i,0%,-21%,13%,i,0%,-9%,-2%
CC1Cc2ccccc2N1C(=O)Cn1c(=O)cc(O)c2ccccc21 (configuration not stated),-18%,-4%,-5%,-10%,1%,i,1%,27%,4%
Cc1nc(C(C)(C)O)n(-c2ccccc2)n1,1%,-4%,-5%,-1%,10%,i,1%,0%,-10%
Cc1ccc(C(=O)Nc2cccc(C(=O)NC3CCCC3)c2)cc1,-2%,-12%,-5%,-7%,?,i,-8%,nt,10%
O=C(O)/C=C/C(=O)NCCc1cccc(Cl)c1,-14%,i,-2%,-10%,14%,i,-1%,16%,3%

# Four structures from above, arranged by SMILES length, rising.
SMILES,GLP1R cytotox,PTHR1 agonist,aSyn yeast inh,Abeta rescue,GLP-1R inv ag,pAkt inh,Mm-Cpn inhibitor,FUS suppressor,TDP-43 yeast inh
CC(C)(C)C(=O)Nc1ccccc1C(=O)NCc1ccco1,0%,i,0%,-21%,13%,i,0%,-9%,-2%
CCOc1ccccc1NC(=O)CCNC(=O)N1CC(=O)Nc2ccccc21,-4%,-7%,-7%,4%,0%,i,nt,-8%,11%
CC(=O)Nc1ccc(NC(=O)CSc2nnc(-c3cc4ccccc4o3)n2C)cc1,0%,i,-4%,7%,10%,i,1%,27%,0%
O=C(NC(=S)Nc1ccc(S(=O)(=O)Nc2ncccn2)cc1)c1ccc(Br)cc1,8%,-18%,4%,-13%,0%,i,2%,3%,-23%

# Screening data (PubChem BioAssay)
